Screening results deposited in PubChem by several laboratories.
TcdB inh: inhibitors of Clostridioides difficile toxin B glycohydrolase. P18177. TcdB glycohydrolase enzymatic assay, plate reader. inhibition, % at 9.99 µM. actives 0.24% (n = 350,000); in the data active = inhibition above about 10%
3CLpro inhibitor: SARS-CoV 3CLpro protease inhibition. P0C6X7. recombinant SARS-CoV 3CLpro, quenched FRET peptide cleavage. inhibition, % at 6 µM. actives 0.14% (n = 290,000); in the data active = inhibition above about 12%
SSB-PriA inh: blocks PriA binding to SSB C-terminal tail; AlphaScreen SSBct-PriA binding, biotinylated peptide; inhibition, % at 33 µM; actives 0.6% (n = 430,000); in the data active = inhibition mostly above about 37%, no sharp cut-off; inactive = mostly below about 20%;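 also: plate controls were negative control peptide for no effect and reference peptide for full effect; strong numbers were not always called active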
PrPC surface inh: cell surface PrPC inhibition, primary TR-FRET screen | actives 0.43% (n = 370,000) | P04156 | AID 720596 | TR-FRET read-out | inhibition, % at 13.8 µM; in the data active = inhibition above about 24%; also: 0% = median of the test wells and 100% = reference compound wells
Y pestis TopoI: Y. pestis Topo-I inhibition via cleavage products; activity, % at 10 µM; Y. pestis Topo-I cleavage product accumulation, plate reader; actives 0.064% (n = 360,000); in the data active = activity above about 50%, passing the limit was not always enough; inconclusive = no clear call, values can overlap the other calls; also: inactives centre near 2
BoNT A protease: inhibitors of Botulinum neurotoxin A light chain protease; multiplex microsphere protease substrate cleavage, flow cytometry; inhibition, % at 10 µM; actives 0.17% (n = 360,000); AID 588499; also: plate controls were buffer without enzyme for full effect and enzyme alone for no effect
PfHsp40 rescue: compounds rescuing yeast from Plasmodium falciparum HSP40 toxicity. actives 0.68% (n = 340,000). S. cerevisiae expressing PfHsp40, growth rescue, ATP luminescence. growth rescue, % at 12.5 µM; in the data active = growth rescue above about 28%, passing the limit was not always enough; inconclusive = no clear call, values can overlap the other calls;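 also: yeast W303a lacking pdr1 and pdr3 grown in galactose medium; growth measured after three days at 30 °C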
Anthrax LF inh2: anthrax lethal factor protease inhibition; multiplex microsphere protease cleavage assay, LF; inhibition, % at 10 µM; actives 0.12% (n = 360,000); AID 588501; also: plate controls were buffer without enzyme for full effect and enzyme alone for no effect
Target sequence (P15917 whole entry, looked up): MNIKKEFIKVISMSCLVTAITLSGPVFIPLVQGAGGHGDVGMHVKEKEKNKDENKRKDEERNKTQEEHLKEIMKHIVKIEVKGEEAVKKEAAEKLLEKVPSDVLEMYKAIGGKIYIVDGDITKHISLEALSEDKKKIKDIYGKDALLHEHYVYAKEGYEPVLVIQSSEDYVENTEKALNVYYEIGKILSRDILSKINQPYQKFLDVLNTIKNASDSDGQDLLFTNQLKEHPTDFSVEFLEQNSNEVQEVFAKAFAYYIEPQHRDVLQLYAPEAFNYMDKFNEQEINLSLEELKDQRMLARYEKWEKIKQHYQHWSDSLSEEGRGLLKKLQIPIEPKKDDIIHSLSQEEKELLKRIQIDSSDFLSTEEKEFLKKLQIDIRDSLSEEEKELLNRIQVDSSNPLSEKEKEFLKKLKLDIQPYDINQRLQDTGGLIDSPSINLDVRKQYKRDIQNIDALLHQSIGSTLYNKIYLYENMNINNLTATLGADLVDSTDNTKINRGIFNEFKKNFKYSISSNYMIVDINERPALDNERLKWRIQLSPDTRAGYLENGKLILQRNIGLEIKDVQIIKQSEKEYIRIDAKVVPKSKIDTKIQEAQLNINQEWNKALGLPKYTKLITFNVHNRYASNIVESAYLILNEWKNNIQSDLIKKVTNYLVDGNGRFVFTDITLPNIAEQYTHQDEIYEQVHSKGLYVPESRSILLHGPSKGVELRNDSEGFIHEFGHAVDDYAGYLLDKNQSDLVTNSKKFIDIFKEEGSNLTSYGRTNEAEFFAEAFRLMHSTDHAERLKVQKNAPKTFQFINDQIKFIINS
Vc quorum ag: quorum light induction in luxS cqsA deficient V. cholerae. actives 0.16% (n = 350,000). V. cholerae BH1578 lux reporter, luminescence, 6 h. activation, % at 18.7 µM; in the data active = activation mostly above about 9.7%, no sharp cut-off; inconclusive = no clear call, values can overlap the other calls; inactive = mostly below about 3.7%; also: not every result past the cut was called active; inactives centre near 0; reference of the scale not given here
* hit, by the source's call; i = inactive; ? = inconclusive; . = not tested or not shown; & = joins results of further samples. Rule as the data show it, unless noted: active = inhibition above about 30%; inconclusive = no clear call, values can overlap the other calls; inactive = below that.

Structure	TcdB inh	3CLpro inhibitor	SSB-PriA inh	PrPC surface inh	Y pestis TopoI	BoNT A protease	PfHsp40 rescue	Anthrax LF inh2	Vc quorum ag
O=Cc1cn(Cc2c(F)cccc2Cl)c2ccccc12	2.0	6	-13	2	-2	-0.4	0.1	0	-0.4
CCOC(=O)CSc1nnc(Cc2cc(=O)[nH]c(=O)[nH]2)n1-c1cccc(OC)c1	-4.1	-2	-8	-2	2	?	1.8	-14	-1.3
Cc1ccc(NC(=O)c2nc[nH]c2C(=O)N(C)Cc2ccccc2)cc1	1.3	.	1	6	4	0.2	3.1	-9	1.3
Cc1ccc2nc(Cc3ccc(N)cc3)oc2c1	.	8	18	9	1	1.6	-0.6	-2	-0.3
CCC1Oc2ccc(C)cc2N(CC(=O)NCCCN2CCCCC2C)C1=O (stereo unspecified)	1.8	-3	-14	-5	-2	0.9	0.2	-3	-6.7
COc1ccc(S(=O)(=O)N(C(=O)C(C)C)c2ccc3oc(=O)sc3c2)cc1	1.6	-2	19	-10	-7	1.6	1.8	1	-0.3
CCOC(=O)Nc1ccc2c(CN3CCN(S(=O)(=O)c4ccc(C(C)C)cc4)CC3)cc(=O)oc2c1	0.7	.	1	4	-6	-0.2	-1.6	-6	i
COc1ccc(NC(=O)Nc2cccc3c2O[C@@H](CN(C)S(=O)(=O)c2cn(C)cn2)[C@@H](C)CN([C@H](C)CO)C3=O)cc1	0.9&0.7	.	-4	5	10	0.1	0.5	-3	-1.2
Cc1cc(NS(=O)(=O)c2ccc(NC(=O)/C=C/c3c(F)cccc3Cl)cc2)nc(C)n1	-0.3	-9	3	3	16	4.9	-1.2	-2	i
O=C(CSc1ccc(-c2cccc([N+](=O)[O-])c2)nn1)NCc1ccccc1	1.1	2	-6	-8	7	-0.9	2.0	-3	-0.5
CN(c1ccc(OCC(=O)N2CCN(c3ccc(F)cc3)CC2)cc1)S(=O)(=O)c1cccs1	0.9	1	6	10	35	0.3	1.6	2	i
CCCCCCCCNC(C)C(O)c1ccc(SC(C)C)cc1 (stereo unspecified)	2.2	-3	-6	24	13	-0.2	1.2&-0.6	-6	15

Complete entries as entered above. Values in the order: TcdB inh, 3CLpro inhibitor, SSB-PriA inh, PrPC surface inh, Y pestis TopoI, BoNT A protease, PfHsp40 rescue, Anthrax LF inh2, Vc quorum ag
Cc1ccc2nc(Cc3ccc(N)cc3)oc2c1 as listed: ., 8, 18, 9, 1, 1.6, -0.6, -2, -0.3
Cc1ccc(NC(=O)c2nc[nH]c2C(=O)N(C)Cc2ccccc2)cc1 as listed: 1.3, ., 1, 6, 4, 0.2, 3.1, -9, 1.3

Further records.
Structure	TcdB inh	3CLpro inhibitor	SSB-PriA inh	PrPC surface inh	Y pestis TopoI	BoNT A protease	PfHsp40 rescue	Anthrax LF inh2	Vc quorum ag
COc1ccc(C2SCCN2S(=O)(=O)c2ccc(F)cc2)cc1OC (stereo unspecified)	2.5	-3	-6	-1	0	0.3	0.0	-3	-0.4
CCN(CC)c1ccc2cc(C(C)=O)c(=O)oc2c1	1.3	-4	-30&-21	1	1	3.1	0.0	1	i
COc1cccc(NC(=S)Nc2ccc(O)cc2)c1	0.8	1	18	-7	-11	-3.0	-1.7	1	i
O=C(NCc1ccccc1)c1ccc(C(=O)N(C2CCCCC2)C2CCCCC2)cc1	.	-6	0	-4	30	-0.4	-0.3	-5	-12
CC(C)CCNC(=O)CCSCCC(=O)NCCC(C)C	0.3	0	-8	0	-6	-1.0	-1.1	0	i
COCCCNC(=O)COc1cc2c(c3oc(=O)c(C)c(C)c13)CCC(C)(C)O2	1.0	-3	-22	-12	10	-3.0	0.2	3	i
CSc1cccc(NC(=O)c2nnn(CC(=O)Nc3cc(C)cc(C)c3)c2N)c1	0.1	4	-13	1	-6	-0.2	7.1	0	i
COc1ccc(NC(=O)C2(C)CCN2CCOc2ccccc2)cc1OC (stereo unspecified)	1.4	.	.	-4	8	0.3	.	-7	-0.2
C#CCOCCOCCOCCNc1nc(N2CCN(C(=O)[C@H](CO)n3cc([C@@H](N)C(C)C)nn3)CC2)nc(N2CCN(C(=O)[C@H](CO)n3cc([C@@H](N)C(C)C)nn3)CC2)n1	1.2	.	-14	-1	-6	0.1	-1.1	-2	3.0
COc1ccc2c3c(c(=O)oc2c1OCC(=O)C(C)(C)C)CCCC3	.	-2	-9	2	17	0.3	-0.5	3	i
O=c1c2ccccc2n2c(-c3ccc(C(F)(F)F)cc3)nnc2n1Cc1ccccc1	-0.7	2	6&-2	7	5	-0.4	-0.7	-3	0.4
COc1ccc(C(=O)CCN2CCc3cc(OC)c(OC)cc3C2)cc1	1.7	2	-9	3	-1	0.1	1.7	6	i

4 of the compounds above, with values under each structure:
Value order: TcdB inh, 3CLpro inhibitor, SSB-PriA inh, PrPC surface inh, Y pestis TopoI, BoNT A protease, PfHsp40 rescue, Anthrax LF inh2, Vc quorum ag
- CN(c1ccc(OCC(=O)N2CCN(c3ccc(F)cc3)CC2)cc1)S(=O)(=O)c1cccs1
 : 0.9, 1, 6, 10, 35, 0.3, 1.6, 2, i
- CCCCCCCCNC(C)C(O)c1ccc(SC(C)C)cc1 (stereo unspecified)
 : 2.2, -3, -6, 24, 13, -0.2, 1.2&-0.6, -6, 15
- COc1ccc(C2SCCN2S(=O)(=O)c2ccc(F)cc2)cc1OC (stereo unspecified)
 : 2.5, -3, -6, -1, 0, 0.3, 0.0, -3, -0.4
- CCN(CC)c1ccc2cc(C(C)=O)c(=O)oc2c1
 : 1.3, -4, -30&-21, 1, 1, 3.1, 0.0, 1, i

More compounds follow.
Structure	TcdB inh	3CLpro inhibitor	SSB-PriA inh	PrPC surface inh	Y pestis TopoI	BoNT A protease	PfHsp40 rescue	Anthrax LF inh2	Vc quorum ag
CCOP(=S)(OCC)SCOC(=O)NCC(=O)OC	.	6	-2	-2	2	-0.3	0.7	-4	-1.6
CC(=O)NC(C)c1ccc(Cl)c(Cl)c1 (stereo unspecified)	.	0	-17	6	0	0.1	0.7	-2	-3.9
O=C1COCCOCCOCC(=O)NCCN1	0.8	7	-11	3	4	0.4	-0.3	-2	i
CC1(C(=O)NCc2ccco2)Cc2c(-c3ccc4c(c3)OCO4)ccnc2O1 (stereo unspecified)	0.9	.	.	11	11	-0.8	.	0	-0.4
CC(=O)Nc1ccc(NC(=O)COC(=O)[C@@H](NC(=O)c2ccc(F)cc2)C(C)C)cc1	2.3	-2	4	-2	7	0.2	0.6	3	i
Cc1ccc(NC(=O)Nc2nnc([C@H]3C[C@H](O)[C@@H](CO)O3)s2)cc1	1.1	.	.	-4	7	0.1	.	1	-0.4
COc1cc2c(cc1NC(=O)/C=C/c1cc(OC)c(OC)c(OC)c1)oc1ccccc12	1.1	1	-11	9	-8	0.4	-0.2	0	-0.3
NC(=O)c1ncc(C(F)(F)F)cc1Oc1ccc(C(F)(F)F)cc1	.	-6	-3	2	0	0.2	-0.4	1	-4.5
O=C(CN1CCCC1)N1CCN(c2ccccc2)CC1	0.0	-2	4	2	3	0.2	-0.1	-1	-0.6
Cn1c(=N)c(S(=O)(=O)c2ccc(F)cc2)cc2c(=O)n3ccccc3nc21	.	-3	-13	-16	-3	0.6	1.1	-1	-2.6
COC(=O)Cn1c(=NC(=O)c2cccc(OC)c2)sc2cc(OC)ccc21	.	-5	-18	0	14	0.6	-0.8	-1	-0.3
Cc1ccc(NC(=O)C2=CC(c3ccc(C)cc3)=NS(=O)(=O)N2C)cc1	-3.9	4	2	8	-3	-0.8	-0.7	-4	-0.3
Cn1c(SCC(=O)N/N=C/c2ccncc2)nc2ccccc21	-0.2	-1	i	-4	3	.	0.0	.	-1.0
O=C1CC2(CCN(C(=O)c3cccc([N+](=O)[O-])c3)CC2)Oc2ccccc21	-0.8	.	-9	-9	8	0.8	0.3	0	i
C/C(=C\c1ccccc1)C(=O)NCCN1CCOCC1	.	-2	-1	6	0	0.5	?	-2	-0.3
CCC(=NCc1cccnc1)c1c(O)n(C2CCCCC2)c(=O)[nH]c1=O	.	0	-18	-9	18	0.1	-1.5	-4	i
Cc1nn(Cc2ccc(C(=O)Nc3ccc(C(=O)OC(C)C)cc3)o2)c(C)c1Cl	.	-3	-15	3	17	0.2	2.3	-7	-5.0
O=C(/C=C/c1cccs1)N1CCC2(CC1)Oc1ccc(Cl)cc1C(=O)C21CC(c2ccc(Cl)cc2)=NO1 (stereo unspecified)	.	.	2	3	-2	0.6	-1.8	1	i
O=C(NC(=S)NCc1ccccc1)c1ccc(Br)o1	1.1	-2	.	8	14	-0.2	-0.5	-1	-0.3
CCC(COC)NCc1cn(-c2ccc(OC)cc2)nc1-c1cccc(F)c1 (stereo unspecified)	0.4	2	-8	-4	7	-0.2	-1.7	-1	i
COc1ccc(Nc2nc(NN)nc(C)c2[N+](=O)[O-])cc1	0.2	2	14	-15	6	-1.1	-0.2	-12	-0.3
COc1ccc2cc3cc(C(=O)NCCCN4CCOCC4)oc3nc2c1	.	1	-13	-26	12	-0.2	-0.1	-3	-0.7
CCCn1c(=O)c2c(nc3n2CCN3Cc2ccco2)n(C)c1=O	0.6	-2	-9	-2	1	0.0	1.5	-9	-0.5
Cc1ccnc(NC(=O)CNC(=O)c2ccc(C)s2)c1	1.7	.	-8	5	6	1.1	1.4	2	0.0
O=C(c1ccccc1F)N(Cc1cccnc1)Cc1cc2cc3c(cc2[nH]c1=O)OCCO3	0.9	1	-12	8	11	-0.6	0.1	0	-0.2
CCOC(=O)N1CCC(NC(=O)c2cc(S(=O)(=O)N3CCOCC3)ccc2F)CC1	0.1	-6	-11	.	0	-0.7	-0.1	1	-0.9
C[C@@H]1CN[C@@H](CCO)/C1=C\c1ccccc1	0.5	.	-9	1	4	0.1	0.0	-2	0.9
O=S(=O)(Nn1c(O)c(C=C2N=c3ccccc3=N2)sc1=S)c1ccccc1	0.3	3	1	-5	-11	6.3	-0.3	0	-0.2
O=C(O)/C=C/C(=O)NNC(=O)c1cccc(Br)c1	1.1	-4	-2	3	-3	-0.8	1.6	0	-0.4
CCOc1ccc(C(=O)c2nc3c(n2O)CCCC3)cc1	1.5	-2	-4	0	0	0.2	-1.5	-3	-3.7

A portion of the library. The share of hits here may be higher or lower than overall.
